Screens: PubChem BioAssay, Sanford-Burnham Center for Chemical Genomics
Scp1 inh: inhibitors of human Scp-1 phosphatase; AID 493091; 340,000 tested, 0.88% active; Recombinant Scp1, phosphopeptide, malachite green phosphate absorbance; inhibition, % at 20 µM; Q9GZU7;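 active = inhibition above about 50% at 20 µM, limit read from the data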;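 also: plate controls were DMSO wells with enzyme for no effect and wells lacking enzyme for full effect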
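System: truncated SCP-1 phosphatase (76-261aa); medium: Tris acetate buffer pH 5.5 with MgCl2 and Tween-20; incubation: 45 min room-temperature reaction, 5 min colour, 30 min stabiliser; compound: single 20 µM dose, 1% DMSO; reagent: Phosphorylated 17-residue peptide substrate; read-out: % inhibition at 20 µM; technique: colorimetric free-phosphate detection, absorbance 630 nm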
NadD inh: inhibitors of Staphylococcus aureus NadD; purified NadD enzyme, colorimetric absorbance read-out; inhibition, % at 20 µM; 360,000 tested, 0.78% active; AID 602399; in the data active = inhibition above about 26%; also: some compounds past the cut are filed as inactive
MT1-MMP act inh: inhibitors of human MT1-MMP activation | 360,000 tested, 0.061% active | HT1080 RFP-PRO-GFP cells, GFP/RFP ratio fluorescence, overnight; percent of plate control window, DMSO zero | P50281 | GFP/RFP ratio change, % at 20 µM;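 active = GFP/RFP ratio change of at least 30% with cell ATP level not reduced by more than half and red fluorescence within 50% of control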; also: strong numbers were not always called active
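Read-out: GFP/RFP fluorescence ratio; Test system: RFP-PRO-GFP reporter HT1080 cells; Compound dosing: single-point 20 µM compound, 1% DMSO; Times: overnight compound exposure at 37 °C.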
SUMO1-SIM PPI: SUMO1-SIM interaction modulation. P63165. SUMO1 binding to a labelled peptide, TR-FRET, 1 h. inhibition, % at 20 µM. 360,000 tested, 0.33% active. AID 602429; in the data active = inhibition above about 37%
Target sequence (P63165 whole entry, looked up): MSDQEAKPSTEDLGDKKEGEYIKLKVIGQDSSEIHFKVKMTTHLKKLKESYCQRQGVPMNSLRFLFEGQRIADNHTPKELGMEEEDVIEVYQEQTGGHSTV
Rpn11 inh: inhibitors of human proteasome Rpn11 | O00487 | human 26S proteasome, Ub4-pepOG fluorescence polarization; 20S core pre-blocked with epoxomicin | calls only at 20 µM | 360,000 tested, 0.59% active | AID 588493;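 active = inhibition at 20 µM, scaled to each plate's controls, above about 33%, limit read from the data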
Target sequence (O00487 whole entry, looked up): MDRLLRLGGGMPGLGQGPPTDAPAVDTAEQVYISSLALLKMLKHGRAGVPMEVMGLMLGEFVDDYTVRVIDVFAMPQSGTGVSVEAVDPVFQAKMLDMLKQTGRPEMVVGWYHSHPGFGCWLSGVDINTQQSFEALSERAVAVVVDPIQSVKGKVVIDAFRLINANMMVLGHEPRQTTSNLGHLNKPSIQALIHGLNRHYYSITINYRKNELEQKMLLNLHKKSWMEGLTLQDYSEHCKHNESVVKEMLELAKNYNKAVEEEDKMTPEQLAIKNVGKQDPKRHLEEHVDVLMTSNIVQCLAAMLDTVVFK
SKN-1 block: C. elegans SKN-1 inhibition; C. elegans VP596 Pgst-4::GFP/RFP ratio, acrylamide-induced, 24 h; inhibition, % at 21.8 µM; 360,000 tested, 0.49% active;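 active = interference check ratio from 0.5 to 1.5 plus GFP to RFP signal ratio inhibition reaching or exceeding a fixed threshold, cut at about 30% in these data, passing the limit was not always enough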; also: some compounds called inactive have numbers as strong as hits
CendR NRP1 mod: NRP-1/CendR interaction modulation | inhibition, % at 25 µM | O14786 | FAM-RPARPAR peptide binding to NRP-1, fluorescence polarization | 360,000 tested, 0.85% active;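 active = inhibition or corrected inhibition above about 18%, plus a signal ratio from 0.5 to 1.5, limit read from the data, passing the limit was not always enough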; also: strong numbers were not always called active
DNMT1 block: inhibitors of human DNMT1; inhibition (reported as % activation of signal), % at 10 µM; DNMT1 molecular beacon, Hinp1I cleavage, fluorescence; P26358; 360,000 tested, 0.83% active; in the data active = inhibition above about 50%
LMPTP block: blocks human LMPTP phosphatase | P24666 | recombinant LMPTP-A, OMFP fluorogenic substrate, fluorescence intensity | inhibition, % at 20 µM | 360,000 tested, 0.22% active;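 active = compounds that cut the enzyme signal by at least half of the control window in the single-dose screen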;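 also: plate controls were DMSO wells with enzyme plus substrate for no effect and substrate without enzyme for full effect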
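test system = LMPTP-A | amount = 0.625 nM LMPTP-A final | reagent = fluorogenic phosphatase substrate OMFP at 400 µM final | incubation = 50 min at room temperature | benchmarks = no-enzyme low control, uninhibited high control | medium = Bis-Tris pH 6.0, DTT, detergent | signal = fluorescence intensity of OMFP turnover product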
STEP inh: blocks human striatal-enriched tyrosine phosphatase; recombinant STEP, OMFP fluorogenic substrate, fluorescence; inhibition, % at 20 µM; 360,000 tested, 0.25% active; AID 588621; P54829;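 active = inhibition at 20 µM, scaled per plate between control wells, above about 37%, limit read from the data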;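 also: 0% = DMSO with enzyme and substrate and 100% = substrate only without enzyme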
Target sequence (P54829 whole entry, looked up): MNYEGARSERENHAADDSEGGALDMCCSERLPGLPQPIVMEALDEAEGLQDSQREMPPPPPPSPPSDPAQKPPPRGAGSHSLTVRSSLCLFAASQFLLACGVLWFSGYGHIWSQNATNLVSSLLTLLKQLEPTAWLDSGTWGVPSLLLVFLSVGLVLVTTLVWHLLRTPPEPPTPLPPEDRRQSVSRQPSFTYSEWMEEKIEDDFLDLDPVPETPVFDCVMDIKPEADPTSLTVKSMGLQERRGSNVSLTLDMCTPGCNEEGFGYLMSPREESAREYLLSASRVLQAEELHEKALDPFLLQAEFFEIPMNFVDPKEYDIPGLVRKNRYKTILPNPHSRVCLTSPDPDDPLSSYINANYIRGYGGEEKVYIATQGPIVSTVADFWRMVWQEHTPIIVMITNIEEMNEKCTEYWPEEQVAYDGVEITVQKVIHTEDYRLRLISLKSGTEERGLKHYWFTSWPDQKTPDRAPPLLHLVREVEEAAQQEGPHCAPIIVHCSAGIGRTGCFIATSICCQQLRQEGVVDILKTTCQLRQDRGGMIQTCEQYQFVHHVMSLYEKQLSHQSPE
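Material: STEP (striatal-enriched tyrosine phosphatase) enzyme, cell-free; Compound dosing: 20 µM single dose in 1% DMSO; Technique: fluorescence read at 480 nm ex / 540 nm em; Times: reaction 20 min, ambient temperature; Medium: 50 mM Bis-Tris pH 6.0 with 2.5 mM DTT and 0.005% Tween 20; Also added: OMFP at 25 µM.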
Active calls of the source: *; i = inactive; nt = no result given.

SMILES	Scp1 inh	NadD inh	MT1-MMP act inh	SUMO1-SIM PPI	Rpn11 inh	SKN-1 block	CendR NRP1 mod	DNMT1 block	LMPTP block	STEP inh
COc1cccc(NC(=O)Nc2nnc([C@@H]3C[C@H](O)[C@@H](CO)O3)s2)c1	nt	-5	-11	3	i	13	16	-3	-2.3	-3
CCOCCCN(C)C1CCN(C(=O)c2oc3ccccc3c2NC(=O)COc2cccc(C)c2)CC1	-5	-6	3	-4	i	11	7	-2	0.3	0
Cc1c(C(=O)N2CCc3ccccc3C2)oc2ccc(S(=O)(=O)N3CC(C)CC(C)C3)cc12 (stereo not given)	-12	15	-6	3	i	4	5	-14	4.3	-2
O=C(NNC(=S)NC1CCCCC1)c1ccccc1Br	3	-3	-2	-3	i	12	5	-2	-1.3	0
COc1cccc(N2C(=O)C3CC=C(Cl)CC3C2=O)c1 (stereo not given)	6	-4	4	-3	i	-7	11	-2	0.1	0
COc1ccc(/C=C2\SC(=O)N(CC(=O)Nc3ccc(F)cc3)C2=O)cc1O	-2	-9	2	11	i	16	-12	0	1.8	2
CC(=O)C1=CN(Cc2ccccc2)CCC1=O	-4	3	2	5	i	-14	18	7	-0.7	0
O=C(Cc1c(O)c2ccccc2[nH]c1=O)NCc1ccc(F)cc1	-3	2	-5	1	i	16	-2	-3	0.1	-2
O=C(c1ccccc1SCc1ccc(F)cc1)N1CCOCC1	25	22	-1	1	i	7	-12	-2	-0.8	-4
COc1cccc(C(c2sc3nc(C)nn3c2O)N2CCC3(CC2)OCCO3)c1 (stereo not given)	-4	-4	1	0	i	3	-2	11	-1.8	2
COc1ccc(Cl)cc1NC(=O)C1CC(c2ccccc2Cl)=NO1 (stereo not given)	nt	-5	-3	2	i	9	9	3	1.7	2
COc1ccc(CNc2ncc(-c3ccc(F)cc3)n2C)c2ccccc12	3	0	-5	-5	i	2	11	4	0.3	-1
Cc1cc(C)n(CC(=O)NNC(=O)COc2ccc(Cl)cc2Cl)n1	-8	1	1	-2	i	18	1	-2	-0.7	-1
CC(C)(C)C(=O)Nc1nnc(SCC(=O)NC2CCCCC2)s1	-2	-5	-2	1	i	17	6	2	-0.6	1
O=C(NC12CC3CC(CC(C3)C1)C2)c1ccco1	-2	-4	0	7	i	5	-2	1	0.1	1
O=C(COc1ccccc1)N1c2ccccc2Sc2ccccc21	-12	-7	-9	0	i	7	4	-3	1.7	1
Cc1nc2ccccc2nc(C)c1=NOCc1cccc(F)c1	2	-8	2	-1	i	-9	-4	-3	1.1	-3
CC1(C(=O)Nc2ccc(F)cc2F)CCN1C(=O)Cc1ccccc1 (stereo not given)	nt	-10	7	6	i	-6	-15	3	-1.2	-1
CCN1C(=O)C(O)(CC(=O)c2ccccn2)c2ccccc21 (stereo not given)	-13	12	-3	-11	i	1	-10	1	-1.3	1
Cc1cc(C)nc(N(C#N)Cc2cccc([N+](=O)[O-])c2)n1	-4	0	-1	-9	i	-9	-4	3	-1.1	-2
Cc1c(F)cccc1NC(=O)CCC(=O)O	-2	-1	0	-1	i	-12	7	3	-0.1	-1
Cc1sc(NC(=O)C2CSC3(C)CCC(=O)N23)nc1-c1ccccc1 (stereo not given)	0	3	-11	5	i	-2	4	-10	0.3	2
Cc1ccccc1-c1cc(-c2ccccc2O)n[nH]1	-10	-7	1	2	i	25	-14	-7	1.9	-1
Nn1c(-c2ccco2)n[nH]c1=S	6	0	17	4	i	11	-6	1	-1.1	-2
O=C1OC(N2C(=O)CC[C@H]2C(=O)Nc2ccc(F)c(F)c2)c2ccccc21 (stereo not given in full)	-1	0	-3	2	i	-3	15	0	-1.5	-3
COc1ccc(C(=O)C2CCCN(C(=O)Cn3cncn3)C2)cc1OC (stereo not given)	-5	2	-1	1	i	9	-9	3	-0.7	0
Cc1c(Br)c([N+](=O)[O-])nn1CC(=O)Nc1ccc2nc3n(c(=O)c2c1)CCCC3	1	-2	-2	-15	i	-3	11	-4	-0.2	-1
O=C(NNC(=O)c1cc(-c2ccc(Cl)cc2Cl)nc2ccccc12)Nc1ccccc1	-2	29	3	-1	i	-10	-4	-8	2.1	-3
COCCNC(=S)N1C2CCC1CC(NC(=O)NC13CC4CC(CC(C4)C1)C3)C2 (stereo not given)	-1	5	2	1	i	8	-7	-1	-0.5	6
CC(O)CCC(=O)NCCNC(=O)CCC(C)O (stereo not given)	-6	-7	2	-2	i	6	4	2	-0.7	-3
O=C(NC(=S)Nc1nc(-c2ccccc2)cs1)c1cccs1	-13	4	7	2	i	0	-12	-1	1.2	0
c1ccc2sc(N3CCOCC3)nc2c1	1	1	2	5	i	9	18	-2	-0.4	-1
c1cc2c3c(cccc3c1)-c1cnccc1-2	-7	0	0	-32	i	-12	1	14	1.0	1
Cc1ccc(C)c(N(C(=O)Cc2cccs2)C(C(=O)NC2CCCC2)c2ccc(C)o2)c1 (stereo not given)	-5	-4	3	-2	i	3	2	2	-0.6	-2
CC1(C(=O)O)CCCN(C(=O)c2ccc(F)cc2Cl)C1 (stereo not given)	nt	-4	2	-3	i	17	0	-3	-2.9	-3
COC(=O)c1ccc(C2c3[nH]c4ccccc4c3C[C@H]3C(=O)N(C)CC(=O)N23)cc1 (stereo not given in full)	-13	-1	3	3	i	-5	7	0	0.4	-1
Cc1cccc(NC(=O)c2nc[nH]c2C(=O)Nc2cc(Br)ccc2F)c1	nt	14	-1	2	i	-22	-6	5	-1.1	1
CCOc1ccc(S(=O)(=O)NCCC(=O)NCC2CCCO2)cc1 (stereo not given)	-8	-8	-1	-2	i	7	12	8	-0.9	0
CCCCn1c(CN2C(=O)c3ccccc3C2=O)nc2ccccc2c1=O	4	-5	-3	-3	i	6	-5	49	-1.3	-1
Cc1ccnn1CC(=O)N/N=C/c1c[nH]c2ccccc12	0	-3	-1	-3	i	0	10	-1	-0.9	2
CCCN(CCC)S(=O)(=O)c1ccc(Cl)c(OC)c1	-7	2	-2	-1	i	8	6	2	1.4	-2
CNC(=O)Cc1csc2ccc(C)cc12	-9	-1	0	0	i	-5	0	1	-0.4	4
Cc1ccc(C(=O)N2CCN(S(=O)(=O)c3ccccc3C#N)CC2)cc1S(=O)(=O)N1CCOCC1	6	-6	-4	-4	i	-15	2	3	0.0	-1
CNC(=O)CC1C(=O)N(c2ccc(Cl)cc2)C(=S)N1CCc1ccc(OC)c(OC)c1 (stereo not given)	-9	0	5	-3	i	-7	-1	3	-0.8	-1
NNC(=O)CN1C(c2ccccc2)=Nc2ccc(Br)cc2C1c1ccccc1 (stereo not given)	2	-2	1	-2	i	-1	-6	-4	0.7	0
CC(=O)N1CC23C=CC(CC2CC12CCCCCC2)O3 (stereo not given)	-1	11	-2	-2	i	2	3	1	-0.6	-1
COc1c2c(c(OC)c3ccccc13)[C@]1(OC2)O[C@H](CCO)C[C@H](O)[C@H]1O	nt	-1	8	0	i	7	14	-2	-0.9	-2
CCOC(=O)c1c(C)[nH]c(=S)c(C#N)c1-c1ccc(OC)cc1	-5	0	-26	-2	i	-5	-2	-2	1.2	1
CCOC(=O)Cc1nc(-c2ccccc2)n[nH]1	-4	5	-4	1	i	6	-2	0	-0.3	13
CCN1CCN(CCCNC(=O)c2cc3sccc3n2CC)CC1	-2	4	1	1	i	1	-10	-1	-1.8	3
COC(=O)c1c(NC(=O)Cc2cccs2)sc2c1CCCC2	51*	1	-2	7	i	-1	-9	45	3.5	7
COc1ccccc1-c1cc(C(=O)Nc2sc3c(c2C#N)CCC(C)C3)c2ccccc2n1 (stereo not given)	10	54*	2	0	i	-13	0	-3	0.9	9
Cc1cc(=S)[nH]c2c(C)cccc12	-6	5	-1	-2	i	1	8	1	0.0	-4
Cc1ccc(C2=NN(S(C)(=O)=O)C(c3ccc4nccnc4c3)C2)cc1 (stereo not given)	-7	2	-4	-1	i	7	-19	-1	-2.1	-1
Cc1cc(C)c(CSc2nnnn2-c2ccc(C(=O)O)cc2)c(C)c1	-9	2	6	1	i	11	-7	-2	0.3	-1
O=C(NCC1CCCO1)C1C2C=CC3(CN(Cc4cccs4)C(=O)C13)O2 (stereo not given)	2	-1	2	1	i	-14	-10	2	-2.0	-4
COc1cc(/C=C(\C#N)C(=O)c2c[nH]c3ccccc23)cc(OC)c1O	-5	4	-122	-4	nt	8	135	-5	0.6	-2
COc1ccc(CCNC(=O)COC(=O)c2sc(C)nc2C)cc1	2	-1	1	4	i	13	3	-4	0.0	3
CC(=O)c1ccc(OCC(O)CN2C(C)CCCC2C)cc1 (stereo not given)	-1	-2	-1	0	i	6	-5	-1	-3.1	1
CC1CC/C(=N/Nc2ccccc2)C(=O)N1 (stereo not given)	-7	-1	0	-5	i	-2	9	-5	-1.0	0
CCOC(=O)C1(Cc2cccc(OC)c2)CCCN(S(=O)(=O)c2cccnc2)C1 (stereo not given)	6	-1	-2	0	i	6	-7	1	0.9	-2
CC(=O)C1C(c2ccccc2)c2c(noc2C)CC1(C)O (stereo not given)	1	0	2	3	i	-1	-14	0	-0.2	-1
c1ccc2c3c(c(CN4CCCCC4)cc2c1)COC3	-11	-5	0	-5	i	4	0	6	-0.8	-1

Six entries already listed, sorted by the value under MT1-MMP act inh, smallest number first:
molecule,Scp1 inh,NadD inh,MT1-MMP act inh,SUMO1-SIM PPI,Rpn11 inh,SKN-1 block,CendR NRP1 mod,DNMT1 block,LMPTP block,STEP inh
COc1ccc(CNc2ncc(-c3ccc(F)cc3)n2C)c2ccccc12,3,0,-5,-5,i,2,11,4,0.3,-1
CCOC(=O)C1(Cc2cccc(OC)c2)CCCN(S(=O)(=O)c2cccnc2)C1 (stereo not given),6,-1,-2,0,i,6,-7,1,0.9,-2
COc1ccc(CCNC(=O)COC(=O)c2sc(C)nc2C)cc1,2,-1,1,4,i,13,3,-4,0.0,3
CC1(C(=O)O)CCCN(C(=O)c2ccc(F)cc2Cl)C1 (stereo not given),nt,-4,2,-3,i,17,0,-3,-2.9,-3
COC(=O)c1ccc(C2c3[nH]c4ccccc4c3C[C@H]3C(=O)N(C)CC(=O)N23)cc1 (stereo not given in full),-13,-1,3,3,i,-5,7,0,0.4,-1
Nn1c(-c2ccco2)n[nH]c1=S,6,0,17,4,i,11,-6,1,-1.1,-2
